Screening results from PubChem BioAssay.
GRIN3A LBD mod = modulators (binders) of human NR3A ligand-binding domain. NR3A LBD differential scanning fluorimetry, Tm shift; 0% = protein alone, 100% = glycine-bound protein. Tm shift relative to glycine control, % at 25 µM. actives 2.5% (n = 340,000). AID 1259313;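 active means melting temperature shift of at least 10% of the positive control shift, at one fixed dose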
APJ ag = activates the human apelin receptor APJ; activation, % at 20 µM; CHO-K1 APJ PathHunter beta-arrestin, luminescence; 0% DMSO wells, 100% apelin; actives 0.11% (n = 330,000);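 active means activation more than six SD over the plate average, tested at 20 µM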;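 further: 0% = DMSO alone and 100% = apelin-13 at 10 nM; some results filed as inactive read as strong as hits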
Target sequence (P35414 whole entry, looked up): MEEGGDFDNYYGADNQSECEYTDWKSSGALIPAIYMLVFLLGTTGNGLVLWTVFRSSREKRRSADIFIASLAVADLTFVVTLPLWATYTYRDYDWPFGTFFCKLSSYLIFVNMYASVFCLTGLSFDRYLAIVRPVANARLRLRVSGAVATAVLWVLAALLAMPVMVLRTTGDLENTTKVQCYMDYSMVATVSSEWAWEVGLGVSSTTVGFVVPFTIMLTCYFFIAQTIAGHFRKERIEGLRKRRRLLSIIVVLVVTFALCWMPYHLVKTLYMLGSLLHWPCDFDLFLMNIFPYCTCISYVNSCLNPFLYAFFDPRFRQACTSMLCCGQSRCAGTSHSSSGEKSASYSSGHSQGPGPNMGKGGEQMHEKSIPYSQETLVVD
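Incubation: overnight seeding, 90 min compound at 25 °C, 1 h detection; test system: PathHunter CHO-K1 APJ (AGTRL-1) beta-arrestin reporter cells; amount: 1000 cells/well; doses: one dose, 20 µM compound, 1% DMSO; measured by: beta-gal luminescence; measure: agonist-driven arrestin binding to APJ; benchmarks: negative DMSO alone, positive Apelin-13 at 10 nM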
NLRP3 yeast inh = NALP3 inhibition in yeast | inhibition, % at 10 µM | AID 2825 | actives 0.39% (n = 330,000) | Yeast reconstituted NLRP3/ASC/caspase-1, beta-gal luminescence, 24 h;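 active means inhibition of 50% or more; inactive means inhibition below 50%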;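 further: plate controls were induced DMSO wells for no effect and uninduced yeast grown without galactose for full effect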
tim10-1 inh = inhibits growth of tim10-1 mutant yeast; S. cerevisiae tim10-1 ts strain growth, BacTiter-Glo, 24 h; actives 2.2% (n = 330,000); inhibition, % at 20 µM;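 active means inhibition of at least 40%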;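 further: mutant grown at 25 °C; 0% = DMSO wells with yeast and 100% = wells holding no yeast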
CHOP UPR activ = activators of apoptotic arm of unfolded protein response (CHOP); actives 0.34% (n = 330,000); CHO-CHOP luciferase reporter, UPR activation, luminescence; percent of tunicamycin response over DMSO baseline; activation, % at 10 µM; AID 449763;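 active means at 10 µM dose, activation of 40% or more, normalized to positive control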;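 further: 100% = tunicamycin at 10 µg/mL and 0% = DMSO alone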
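Assay system: CHO cells with stable CHOP pathway luciferase reporter; Buffer or medium: F12 plus 10% serum; Times: 16-18 h cell attachment, then 6 h compound exposure, 37 °C; Signal: luciferase luminescence; Read-out basis: percent activation relative to tunicamycin control; Control set: tunicamycin high control, DMSO low control.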
TIM10 inh = growth inhibitors of TIM10 yeast strain. S. cerevisiae TIM10 strain growth, BacTiter-Glo luminescence, 24 h. inhibition, % at 10 µM. actives 1.4% (n = 330,000);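 active means inhibition of 40% or more at the single tested concentration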;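 further: wild-type TIM10 isogenic control strain grown at permissive 25 °C; 0% = DMSO yeast wells and 100% = minimal medium wells without yeast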
Mdm2-MdmX inh = inhibitors of human Mdm2/MdmX interaction; actives 3% (n = 330,000); O15151+Q00987; inhibition, % at 8 µM; SaOS-2 split-luciferase Mdm2/MdmX complementation, luminescence; AID 485346;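 active means inhibition of at least 50% at 8 µM in the primary screen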
tim23-1 inh = tim23-1 yeast growth inhibition. actives 1.3% (n = 330,000). AID 463212. S. cerevisiae tim23-1 growth, BacTiter-Glo luminescence, 24 h. inhibition, % at 20 µM;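 active means growth inhibition of the mutant yeast at or above 50%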;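 further: temperature-sensitive mutant grown at 25 °C; plate controls were DMSO-treated mutant yeast for no effect and medium wells lacking yeast for full effect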
XBP1 UPR activ = adaptive UPR (XBP1) activation; activation, % at 20 µM; CHO-XBP1 luciferase reporter, IRE1-XBP1 UPR activation, luminescence; percent of tunicamycin response, DMSO as zero; actives 0.33% (n = 330,000);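 active means versus positive control, 20 µM dose yields 30% or more activation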;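 further: 100% = tunicamycin at 10 µg/mL and 0% = DMSO only wells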
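Material: CHO cell line with stable XBP1 luciferase reporter; schedule: 16-18 h cell attachment at 37 °C, then 6 h compound exposure; signal: glow luminescence from Steady-Glo reagent; medium: serum-containing F12 medium, 10% FBS; benchmarks: tunicamycin 10 µg/mL and vehicle-only wells; read-out: percent activation relative to tunicamycin reference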
* = called active by the depositor. Random draw from the library. Share with any hit: about 8.2%.

SMILES | GRIN3A LBD mod | APJ ag | NLRP3 yeast inh | tim10-1 inh | CHOP UPR activ | TIM10 inh | Mdm2-MdmX inh | tim23-1 inh | XBP1 UPR activ
CCCCC(=O)NC(c1ccccc1OC)c1ccc2cccnc2c1O (stereo not drawn) | -3 | -2 | 13 | 3 | -0.6 | -38 | 87* | 34 | 4
CN(C)C(=S)NC(=O)C(c1ccccc1)c1ccccc1 | 2 | 0 | 8 | 2 | -1.3 | -9 | 6 | 13 | -1
CCCOc1nnnn1-c1ccccc1 | 1 | -1 | -16 | 6 | 1.3 | 5 | -6 | 7 | 0
CN(c1ccc(Cl)cc1)S(=O)(=O)c1nnc(NC(=O)c2ccco2)s1 | -3 | -4 | 2 | 8 | 0.7 | 30 | 16 | 38 | -3
COc1ccc(C(=O)Nc2ccc([N+](=O)[O-])cn2)c(OC)c1 | -2 | 5 | 20 | 7 | 2.0 | -20 | -98 | 3 | 3
COc1ccc(OC)c(C(=O)NC2CC(C)(C)Cc3c2cnn3-c2ccccc2)c1 (stereo not drawn) | -1 | -3 | -19 | 35 | 3.3 | 5 | 50 | 16 | -2
O=C1Cc2ccccc2Sc2c(OCCN3CCCCC3)cccc21 | 0 | 1 | 36 | 4 | 0.3 | 19 | 7 | -1 | 0
CCCSc1ccc(C(=O)Nc2ccc(F)cc2F)cn1 | 0 | -1 | 29 | -6 | 4.1 | -9 | 14 | 18 | -2
COc1cc(-c2nnc(NC(=O)CCS(=O)(=O)c3ccc(F)cc3)o2)cc(OC)c1OC | -2 | -1 | 15 | 17 | 0.3 | 2 | 72* | 5 | 0
O=C(CCCc1ccccc1)NCCc1ccc(F)cc1 | 0 | 1 | 24 | -1 | 1.2 | -3 | -7 | 3 | -3
COc1cc(/C=N/N2CCOCC2)ccc1OCc1ccc(Cl)cc1 | 22* | 0 | 22 | 18 | 3.8 | -10 | -146 | 18 | 2
O=C(NCc1ccc(Cl)cc1)c1cccc(NC(=O)c2ccccc2)c1 | -3 | 4 | 13 | -7 | -1.8 | 26 | 29 | 9 | -1
COC(=O)C1(C)Nc2ccccc2C(=O)N1c1ccccc1C (stereo not drawn) | -3 | -3 | 10 | 19 | -1.5 | 2 | 14 | 3 | -1
COC(=O)c1ccc(CN2C(=O)NC3(CCCc4ccccc43)C2=O)o1 (stereo not drawn) | -4 | -1 | 18 | 21 | -1.3 | 12 | 18 | 30 | -2
COc1ccc(/C=N/n2cnc3c([nH]c4ccc(F)cc43)c2=O)cc1CSc1ccccn1 | 0 | -7 | -5 | 0 | 13 | -13 | 94* | -26 | 17
Cc1cc(N2CCOCC2)nc(-c2ccccc2O)n1 | -10 | -5 | 5 | 31 | 2.7 | 17 | 15 | 26 | 2
Cn1c(SCc2c(Cl)cccc2Cl)nnc1-c1ccc2nonc2c1 | 2 | -8 | 20 | -1 | 0.5 | 2 | -9 | 18 | 0
CN1CCCN(C(=O)c2ccc(Br)s2)CC1 | -5 | -1 | 13 | -17 | 1.9 | 2 | 21 | -13 | -2
O=C(CCC1CCCCC1)NCCS(=O)(=O)N1CCN(c2ccccc2)CC1 | -1 | -3 | 24 | 19 | 1.0 | 7 | 27 | 20 | -3
Cc1ccc(NC(=O)c2ccccc2NS(=O)(=O)c2ccc(Cl)s2)cc1S(=O)(=O)N1CCOCC1 | 24* | -1 | 5 | 15 | 1.2 | -5 | 66* | 16 | -2
O=C(CNC(=O)c1sc2ccccc2c1Cl)OCc1ccccc1 | -7 | -10 | 21 | -5 | 1.2 | 0 | 2 | 39 | 2
O=C(/C=C/c1ccc(Cl)cc1)N1CCN(c2ccccc2[N+](=O)[O-])CC1 | -15 | 0 | 25 | 39 | -0.8 | 38 | 26 | 37 | -3
CCOc1cccc(C(=O)Nc2ccc3oc(Cc4ccc(Cl)cc4)nc3c2)c1 | 2 | 2 | 13 | 23 | -2.1 | 12 | 29 | 23 | -2
NC(=O)CSc1nccn1Cc1ccccc1 | -1 | 0 | -1 | 5 | 0.7 | -13 | -28 | 8 | 0
COc1cc(OC)c(S(=O)(=O)NCc2ccco2)cc1S(=O)(=O)NCc1ccco1 | 0 | -2 | 9 | 5 | -1.5 | -11 | 8 | -3 | -2

Some of these compounds in order of SMILES length, largest number first:
SMILES | GRIN3A LBD mod | APJ ag | NLRP3 yeast inh | tim10-1 inh | CHOP UPR activ | TIM10 inh | Mdm2-MdmX inh | tim23-1 inh | XBP1 UPR activ
Cc1ccc(NC(=O)c2ccccc2NS(=O)(=O)c2ccc(Cl)s2)cc1S(=O)(=O)N1CCOCC1 | 24* | -1 | 5 | 15 | 1.2 | -5 | 66* | 16 | -2
COc1ccc(/C=N/n2cnc3c([nH]c4ccc(F)cc43)c2=O)cc1CSc1ccccn1 | 0 | -7 | -5 | 0 | 13 | -13 | 94* | -26 | 17
COc1cc(OC)c(S(=O)(=O)NCc2ccco2)cc1S(=O)(=O)NCc1ccco1 | 0 | -2 | 9 | 5 | -1.5 | -11 | 8 | -3 | -2
COc1ccc(OC)c(C(=O)NC2CC(C)(C)Cc3c2cnn3-c2ccccc2)c1 (stereo not drawn) | -1 | -3 | -19 | 35 | 3.3 | 5 | 50 | 16 | -2
CCOc1cccc(C(=O)Nc2ccc3oc(Cc4ccc(Cl)cc4)nc3c2)c1 | 2 | 2 | 13 | 23 | -2.1 | 12 | 29 | 23 | -2
O=C(CCC1CCCCC1)NCCS(=O)(=O)N1CCN(c2ccccc2)CC1 | -1 | -3 | 24 | 19 | 1.0 | 7 | 27 | 20 | -3
COc1cc(/C=N/N2CCOCC2)ccc1OCc1ccc(Cl)cc1 | 22* | 0 | 22 | 18 | 3.8 | -10 | -146 | 18 | 2
O=C(CNC(=O)c1sc2ccccc2c1Cl)OCc1ccccc1 | -7 | -10 | 21 | -5 | 1.2 | 0 | 2 | 39 | 2
O=C1Cc2ccccc2Sc2c(OCCN3CCCCC3)cccc21 | 0 | 1 | 36 | 4 | 0.3 | 19 | 7 | -1 | 0
CN(C)C(=S)NC(=O)C(c1ccccc1)c1ccccc1 | 2 | 0 | 8 | 2 | -1.3 | -9 | 6 | 13 | -1
O=C(CCCc1ccccc1)NCCc1ccc(F)cc1 | 0 | 1 | 24 | -1 | 1.2 | -3 | -7 | 3 | -3
CCCOc1nnnn1-c1ccccc1 | 1 | -1 | -16 | 6 | 1.3 | 5 | -6 | 7 | 0

Further entries
SMILES | GRIN3A LBD mod | APJ ag | NLRP3 yeast inh | tim10-1 inh | CHOP UPR activ | TIM10 inh | Mdm2-MdmX inh | tim23-1 inh | XBP1 UPR activ
Cc1c(OCC(=O)NCc2ccncc2)ccc2c3c(c(=O)oc12)CCC3 | 3 | 3 | 0 | 12 | -1.1 | 3 | 0 | 7 | 7
COc1ccc(OC)c(CN2CCN(C(=O)CCC(=O)c3cccs3)CC2)c1 | 0 | 4 | 18 | 2 | 2.2 | 6 | -31 | 9 | -1
CC(=O)c1cnc2cc(-c3cccc(Br)c3)nn2c1C | 0 | -3 | 12 | 11 | 3.4 | 0 | -52 | 5 | 7
CCN1CCN(C(=O)C(Cc2ccccc2)NC(=O)c2ccc(Cl)c(S(=O)(=O)N(C)C)c2)CC1 (stereo not drawn) | 0 | -1 | -8 | 3 | 0.1 | 0 | 13 | 9 | 3
COc1ccc(OC)c(C(C)NC(=O)C(C)Cc2ccccc2)c1 (stereo not drawn) | 0 | -1 | 18 | 5 | -0.7 | -8 | 0 | 8 | -3
CCOC(=O)c1ccc(N/C=C/C(=O)C(C)(C)C)cc1 | -1 | -3 | 23 | 0 | 4.0 | -12 | -9 | 15 | 4
c1ccc(C2CC(c3ccccc3)n3c(nc4ccccc43)N2)cc1 (stereo not drawn) | 8 | -2 | 16 | 20 | 5.7 | -19 | 63* | -11 | 3
O=C(Nc1ccc2nc3n(c(=O)c2c1)CCCCC3)c1c(F)ccc([N+](=O)[O-])c1F | -2 | 10 | 29 | 38 | 6.9 | 35 | 96* | 50 | -8
O=C(NCC1CCCO1)c1ccc2c(c1)N(Cc1ccc(F)cc1Cl)C(=O)CS2 (stereo not drawn) | 2 | 1 | 3 | 13 | 1.1 | 3 | 28 | 19 | -4
Cc1cc(C)c(C)c(OCCCCN(C)Cc2ccccc2)c1 | -1 | -2 | 17 | 6 | -0.3 | -11 | 29 | 12 | -5
CCCNC(=O)c1ccc(N2CCC3(CC2)CC(c2ccccc2)=NO3)c(NC(=O)c2cccc(OC)c2)c1 | -4 | -2 | 19 | 3 | -0.6 | 23 | 0 | 19 | 1
Cc1ncoc1C(=O)Nc1ccc(Oc2ccccc2)cc1 | 0 | 0 | 47 | 34 | 1.6 | 25 | -28 | 35 | 0
O=C(CNC(=O)c1ccc(N2C(=O)c3ccccc3C2=O)cc1)OCC(=O)c1ccccc1 | 3 | -4 | -1 | -10 | -3.4 | -17 | 10 | -12 | -5
COc1ccc(C(=O)NC2CCCCCC2)cc1S(=O)(=O)N1CCCC1 | -1 | 9 | 6 | 12 | -1.0 | 13 | -22 | 17 | 3
Cc1cc(OCC(=O)NCCN2CCOCC2)ccc1Br | 1 | -3 | 18 | 9 | -1.2 | 8 | 2 | 11 | 2
O=C1CC(SC(=Nc2ccccc2)Nc2ccccc2)C(=O)N1c1cccc2ccccc12 (stereo not drawn) | -1 | -4 | -1 | 4 | 0.5 | 21 | 17 | 0 | 4
Cn1c(CCC(=O)Nc2ccc(N3CCOCC3)cc2)nc(=O)c2ccccc21 | 0 | 3 | -2 | 10 | 2.8 | 0 | 6 | 7 | 0
CCCN1C(=O)c2ccc(C(=O)Nc3cc(C)on3)cc2C1=O | 2 | -6 | -1 | -3 | 2.9 | 18 | 6 | -10 | 1
COc1ccc(/C=N/N=C/c2c[nH]c(=O)c(C#N)c2Nc2ccccc2)cc1 | 36* | -4 | -2 | 8 | 2.9 | -21 | -8 | -11 | 0
O=C(Nc1ccc(O)c2c(=O)cc(-c3cccc(Cl)c3)oc12)c1ccccc1Cl | -12 | -5 | 18 | 11 | 52* | 6 | 91* | 19 | 15
Cc1ccc(N2C(=O)N3[C@H](c4cccc(C)c4)[C@@H]4C(=O)N(Cc5ccccc5)C(=O)[C@@H]4[C@]3(C)C2=O)cc1 | 0 | 2 | -6 | -9 | -1.8 | 2 | 6 | 9 | -3
CCCOc1ccc(-c2c(C(=O)N/N=C(\C)c3cccs3)nnn2-c2nonc2N)cc1 | 0 | 3 | 9 | -7 | 3.2 | -10 | 13 | -3 | 2
CCC(=O)N1CCN(c2ccc(Cl)cc2NC(=O)c2ccc(Br)o2)CC1 | -2 | -2 | -3 | 6 | -0.2 | -13 | 15 | -16 | 3
COc1cccc(CNc2nc3nc(C)c(Cl)c(=O)n3[nH]2)c1 | -1 | -8 | -9 | -4 | -0.4 | -7 | -17 | -3 | 4
